TLR9-MyD88 block: TLR9-MyD88 interaction inhibition | Q9NR96+Q99836 | inhibition, % at 4.98 µM | CHO BLA complementation TLR9-MyD88, CCF4 FRET ratio | 0.21% of 340,000 active;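 active = inhibition above the mean over all tested compounds plus 3 SD, cut at about 21% in these data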;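 note: 0% = DMSO only wells and 100% = clavulanate BLA inhibitor control wells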
Vif inh: blocks HIV Vif function. HEK293T cells, Vif self-association by quenched fluorescence, imaging, 24 h. inhibition, % at 7.49 µM. 0.35% of 340,000 active; in the data active = inhibition above about 50%, passing the limit was not always enough; inconclusive = no clear call, values can overlap the other calls; inactive = below about 31%; note: some results filed as inactive read as strong as hits
aDG glyco act: alpha-DG glycosylation activation. Pro5-aDG cells, alpha-DG glycosylation AlphaScreen (IIH6); 0% Pro5, 100% B10-LARGE cell signal. activation, % at 10 µM. 0.22% of 360,000 active. AID 624168;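 active = activation of at least 8% versus controls, or a plate z-score of at least 8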;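 note: Pro5 are CHO cells carrying HIG-tagged alpha-DG that lacks glycosylation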
Exocytosis inh: blocks lytic granule exocytosis. TALL-104 LAMP-1 surface exposure, flow cytometry; cells stimulated with thapsigargin and PMA. inhibition, % at 10 µM. 0.66% of 360,000 active. AID 651702;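 active = inhibition above about 55%, limit read from the data; inconclusive = no clear call, values can overlap the other calls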
MC4R antagonist: human MC4R antagonism in cAMP assay. inhibition, % at 6.5 µM. 0.48% of 360,000 active. P32245. AID 540295. MC4R-expressing cells, MTII-stimulated cAMP, LANCE TR-FRET;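 active = inhibition above its plate's cutoff, the mean of tested wells on that plate plus 3 SD, cut at about 29% in these data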;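 note: 0% = Melanotan II alone and 100% = Melanotan II plus saturating MCL0020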
Target sequence (P32245 whole entry, looked up): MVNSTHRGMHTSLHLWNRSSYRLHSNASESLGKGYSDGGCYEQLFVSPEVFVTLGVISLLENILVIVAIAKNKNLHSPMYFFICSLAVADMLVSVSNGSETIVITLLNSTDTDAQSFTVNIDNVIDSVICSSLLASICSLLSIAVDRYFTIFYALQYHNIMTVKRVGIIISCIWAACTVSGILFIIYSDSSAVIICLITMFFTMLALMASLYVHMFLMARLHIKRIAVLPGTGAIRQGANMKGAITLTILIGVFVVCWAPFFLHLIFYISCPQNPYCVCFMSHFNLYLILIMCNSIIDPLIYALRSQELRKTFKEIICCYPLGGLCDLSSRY
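System: U2OS-MC4R stable cell line; Technique: Eu-cAMP/anti-cAMP TR-FRET, emission 671 nm; Repeats: single well per compound; Also added: Melanotan II; Dosing: one concentration, 6.5 µM nominal; Schedule: 30-min compound, 1-h challenge, 1-h detection, room temperature.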
ABHD5 PLIN5 PPI: blocks binding of human ABHD5 to perilipin-5 | 0.78% of 360,000 active | Split G. princeps luciferase complementation, luminescence, 4 h | inhibition, % at 4 µM | AID 602281 | Q00G26+Q8WTS1;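 active = inhibition above the mean inhibition across every tested compound plus 3 SD, cut at about 22% in these data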;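 note: 0% = DMSO only wells and the 100% control is not disclosed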
MC4R ag barr: human MC4R agonism via beta-arrestin | U2OS MC4R beta-arrestin complementation, luminescence; percent of melanotan II response, DMSO zero | P32245 | AID 540308 | activation, % at 8.9 µM | 0.98% of 360,000 active;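 active = activation above a per-plate cutoff, the mean activation of sample wells on that plate plus 3 SD, cut at about 8% in these data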
NOD2 RIPK2 PPI: blocks binding of human NOD2 to RIPK2; inhibition, % at 4.98 µM; CHO BLA complementation NOD2-RIPK2, CCF4 ratio; O43353; 0.38% of 360,000 active; in the data active = inhibition above about 21%;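 note: 0% = vehicle only and 100% = reference blocker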
Target sequence (O43353 whole entry, looked up): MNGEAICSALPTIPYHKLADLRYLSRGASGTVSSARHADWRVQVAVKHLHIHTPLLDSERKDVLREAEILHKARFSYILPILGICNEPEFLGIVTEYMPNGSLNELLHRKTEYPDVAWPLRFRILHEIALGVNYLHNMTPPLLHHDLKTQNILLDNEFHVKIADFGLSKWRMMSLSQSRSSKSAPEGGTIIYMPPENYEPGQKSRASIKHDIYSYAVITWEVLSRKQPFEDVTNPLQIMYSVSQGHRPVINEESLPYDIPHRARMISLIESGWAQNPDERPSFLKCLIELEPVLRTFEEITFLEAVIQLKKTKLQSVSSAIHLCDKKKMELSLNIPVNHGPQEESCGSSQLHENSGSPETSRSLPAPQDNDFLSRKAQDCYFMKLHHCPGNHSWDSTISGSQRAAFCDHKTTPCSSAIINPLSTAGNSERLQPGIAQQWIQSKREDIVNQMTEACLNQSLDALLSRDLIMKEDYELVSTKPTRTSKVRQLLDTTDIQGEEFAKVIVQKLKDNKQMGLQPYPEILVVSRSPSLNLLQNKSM
Glyco luc inh: N-linked glycosylation inhibition | reporter increase, % at 12.5 µM | 0.23% of 360,000 active | D54 ERlucT glycosylation luciferase reporter, 24 h; percent of 100 nM tunicamycin response | AID 588692;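 active = mean luciferase reporter signal, scaled so untreated is 0 and the glycosylation-blocking control 100, at or above a set limit in every replicate; inconclusive = mean reaches the limit but not every replicate does; inactive = mean below the limit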;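 note: luciferase carries N-glycosylation sites so blocking glycosylation raises the light; 0% = median of neutral control wells and 100% = median of 100 nM tunicamycin wells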
ABCB6 inh MLPCN: blocks the human ABCB6 transporter; K562-ABCB6 porphyrin accumulation, flow cytometry, 1 h; stronger effect = lower value; fluorescence ratio to DMSO, % at 10 µM; 0.19% of 360,000 active;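 active = fluorescence ratio to DMSO below 75%, the collection mean minus 3 SD; inconclusive = too few cells collected in the well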;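 note: signal is porphyrin accumulated inside mitochondria; 100% equals median channel fluorescence of DMSO control wells; lower ratio means ABCB6 inhibition with less porphyrin fluorescence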
The depositor's hits bear a star; ? = inconclusive; / = no result given. The list is partial; rates above refer to the full screens.

SMILES | TLR9-MyD88 block | Vif inh | aDG glyco act | Exocytosis inh | MC4R antagonist | ABHD5 PLIN5 PPI | MC4R ag barr | NOD2 RIPK2 PPI | Glyco luc inh | ABCB6 inh MLPCN
O=C(Nc1c[nH]c(=O)[nH]c1=O)c1cccc([N+](=O)[O-])c1 | 2 | 2 | -0.1 | 1 | 0 | 12 | 1.0 | 9 | -3 | 100
Cc1nc(SCC(=O)c2ccc(F)c(F)c2)[nH]c(=O)c1Oc1ccc(F)cc1 | -1 | ? | 0.0 | 3 | 2 | -1 | -1.2 | -3 | 1 | 102
Cc1ccc(OCc2nnc(SCc3cc(=O)[nH]c4ccccc34)n2-c2ccccc2)cc1 | -5 | -10 | 0.2 | 1 | 8 | 4 | 0.4 | 8 | -6 | 94
COc1ccc(CN2CCC(C)(Oc3cccc(F)c3)C2)c2ccccc12 (stereo not given) | / | 24 | -0.2 | 13 | -4 | 1 | 0.4 | 6 | 3 | 100
Clc1cccc(NCc2ccccc2)n1 | -5 | -2 | -0.2 | 4 | 2 | 9 | -1.4 | 1 | -1 | 103
CC(=O)N1CCCC(N2CCN(c3cccc(C(F)(F)F)c3)CC2)C1 (stereo not given) | 4 | 2 | 0.0 | -1 | -2 | 7 | -1.5 | 2 | -1 | 101
O=C(C1CCC(Cn2c(=O)[nH]c3ccccc3c2=O)CC1)N1CCN(c2ccccc2)CC1 (stereo not given) | -2 | -6 | 0.1 | 1 | 8 | -5 | -0.8 | -6 | -4 | 105
CCN(CC)C(=O)CSc1nc2ccccc2c(=O)n1CC1CCCCC1 | -12 | -14 | 0.1 | 0 | 10 | 1 | 1.1 | 4 | -1 | 112
CC1CN(c2ccc(NS(=O)(=O)c3ccccc3)cc2C(=O)O)CC(C)O1 (stereo not given) | -6 | -2 | -0.1 | -3 | 22 | 8 | 0.5 | -12 | 0 | 98
O=C(Nc1cccnc1)c1cccc([N+](=O)[O-])c1 | -13 | 2 | -0.1 | -11 | 2 | 5 | -1.6 | 4 | 1 | 102
NC(=S)N/N=C/c1ccccc1OCCSc1ccc(Cl)cc1 | -1 | / | 2.6 | 0 | -13 | -15 | 11* | 4 | -10 | 96
COc1ccc(CNC(=O)CNC(c2ccccc2)c2ccccc2)cc1OC | -3 | 4 | 0.2 | ? | -8 | -2 | 1.0 | 1 | -1 | 97
COC(=O)c1ccc2c(=O)n(CCN3CCOCC3)c(SCC(=O)NCc3ccccc3)nc2c1 | 0 | -6 | 0.7 | 0 | -6 | -6 | -0.7 | 6 | 4 | 98
CCCNC(=O)C1(C)CCN(Cc2ccc(OC)c3ccccc23)C1 (stereo not given) | / | 5 | 0.0 | -1 | 4 | 2 | -0.4 | 0 | 0 | 94
CC(=O)N/N=C(\N)c1nonc1N | / | / | -0.1 | -2 | -2 | 1 | -1.8 | -1 | -1 | 95
CC(=O)c1c(C)[nH]c(C(=O)Nc2cc(S(=O)(=O)N(C)C)ccc2C)c1C | 0 | -6 | -0.2 | -1 | 9 | -2 | -1.7 | 1 | 7 | 88
COc1ccc(C2N(c3ccccc3)CCN2c2ccccc2)cc1O | -5 | -2 | 0.1 | -3 | 24 | -2 | -0.1 | -6 | 2 | 90
O=C(OCC(=O)N(C1CCCCC1)C1CCCCC1)c1ccc(Cl)nc1 | -7 | 3 | 1.9 | -1 | 5 | 10 | 3.3 | -1 | -2 | 97
CCC(Cc1ccccc1)NC(=O)Cn1cccc1C(=O)c1ccccc1 (stereo not given) | -10 | -7 | 0.0 | -15 | 10 | -8 | 0.2 | 1 | -3 | 94
Cc1ccc(Oc2cc(NC(=O)CCCn3nc(C)c([N+](=O)[O-])c3C)cc([N+](=O)[O-])c2)cc1 | -1 | 2 | 1.4 | -1 | 3 | 1 | -1.4 | -1 | -4 | 91
COc1ccc(-c2ccc(SCc3cccnc3)nn2)cc1OC | -2 | -6 | 1.1 | 0 | 4 | 3 | -0.5 | -6 | 0 | 91
CCN(CC)CCCN1C(=O)C2C(C(=O)Nc3ccc(C(C)C)cc3)C3C=CC2(O3)C1C(=O)NC1CCCCC1 (stereo not given) | 3 | 24 | -0.1 | 6 | -1 | -3 | -2.3 | -7 | 0 | 98
CCCCN(C(=O)c1cccc(S(=O)(=O)N2CCN(C)CC2)c1)c1c(N)n(CCCC)c(=O)[nH]c1=O | -6 | -4 | -0.2 | -2 | 16 | -10 | -0.3 | 6 | 3 | 100
COCCNC(=O)C1(C)CCN(Cc2ccc(C(C)C)cc2)C1 (stereo not given) | / | -2 | -0.1 | -2 | 7 | 0 | -2.4 | -2 | 0 | 97
COC(=O)c1cnc(Oc2ccc(NC(=O)NC(=O)c3ccccc3Cl)cc2)cc1C(F)(F)F | -2 | 0 | 0.1 | -2 | -6 | 1 | 2.0 | 5 | 4 | 99
The listing continues:
SMILES | TLR9-MyD88 block | Vif inh | aDG glyco act | Exocytosis inh | MC4R antagonist | ABHD5 PLIN5 PPI | MC4R ag barr | NOD2 RIPK2 PPI | Glyco luc inh | ABCB6 inh MLPCN
COc1ccc(-c2ccc(C(=O)NCc3ccncc3)c3occc23)c(C)c1 | / | -20 | 5.1 | 8 | 3 | 5 | -2.3 | 7 | -6 | 69*
CC(Sc1nnnn1-c1ccc(Cl)cc1)C(=O)NCC(=O)Nc1ccc(F)c(F)c1F (stereo not given) | -6 | -4 | 0.1 | -3 | 1 | -4 | -2.8 | 1 | -1 | 102
CC(C)N(c1ccccc1)c1ccc(NC(=O)C2CCCO2)cc1 (stereo not given) | 2 | -3 | 0.1 | -2 | 6 | -7 | -0.5 | 12 | -1 | 98
CN=CC1=C(O)CC(C)(C)CC1=O | -11 | -2 | -0.1 | 4 | -2 | -3 | -0.3 | 4 | 1 | 106
O=C1NCCSC1c1ccccc1 (stereo not given) | -3 | 3 | 0.0 | -3 | -10 | 5 | 3.0 | -16 | 0 | 99
COc1cc2[nH]c(=O)n(CCCCCC(=O)NCCCN3CCCC3=O)c(=O)c2cc1OC | -3 | -11 | 0.2 | 2 | -2 | 2 | 0.4 | -8 | 0 | 100
Cc1ccc(-n2c(CNc3ccc(F)cc3)nnc2SCC(=O)N2CCOCC2)cc1 | -8 | 14 | -0.2 | 0 | 9 | -2 | -0.2 | 14 | 1 | 100
Cc1cccc(NS(=O)(=O)c2cnc(Cl)c(Br)c2)n1 | -22 | 6 | -0.2 | -5 | 19 | 5 | -0.6 | 1 | 0 | 105
NC1=NC(=Nc2cccc(Cl)c2)c2ccccc21 | 8 | -1 | 1.1 | 2 | -2 | 4 | -1.9 | -3 | 0 | 99
COc1cccc(-n2cnc3scc(-c4cccs4)c3c2=O)c1 | -6 | / | 2.6 | 1 | 17 | 0 | 0.5 | 1 | 0 | 98
CCN(CC)c1ccc(NS(=O)(=O)c2ccc3c(c2)oc(=O)n3C)c(C)c1 | 3 | 29 | -0.3 | 6 | -2 | -10 | -1.2 | -1 | -1 | 99
COc1cc(CNCCc2c[nH]c3ccccc23)cc(Cl)c1OCC(N)=O | -3 | -1 | -0.1 | 18 | -2 | 2 | 0.6 | -1 | -2 | 97
Cc1ccc(CSCCNC(=O)c2ccc(C)cc2)cc1 | 4 | -1 | 0.0 | 0 | -2 | -8 | 1.3 | 4 | 0 | 90
CC1(C)OC(=O)N(CC(=O)Nc2ccccc2)C1(C)O (stereo not given) | 5 | 3 | 0.0 | -4 | 5 | 5 | -0.8 | -7 | 0 | 96
COc1ccc(CN2CCNC(=O)C2CC(=O)NCc2cccc(C)n2)c(OC)c1 (stereo not given) | -4 | / | 0.0 | -1 | 2 | 2 | 0.0 | -4 | 0 | 103
COCCNC(=O)Cn1c(=O)n(C)c2ccccc21 | -1 | -2 | -0.2 | 4 | 6 | -2 | -2.2 | -2 | 1 | 102
CCn1c(=O)c2cc(C(=O)Nc3ccc(OC)cc3OC)sc2c2ccccc21 | -2 | 5 | -0.1 | 0 | 6 | -4 | -0.5 | 5 | -7 | 97
CCn1c(CC(=O)Nc2ccccc2)n[nH]c1=S | 6 | 11 | -0.3 | -4 | -2 | -8 | -1.0 | 2 | 3 | 97
CCN(CC)S(=O)(=O)c1ccc2[nH]cc(C(=O)NC3CC3)c(=O)c2c1 | 0 | 16 | 0.0 | 1 | 7 | -4 | -1.1 | 0 | 0 | 97
CC(=O)Nc1ccc(S(=O)(=O)N2CCC(C(=O)NCCC(=O)NCc3ccccc3)CC2)cc1 | -12 | 2 | 0.2 | -2 | 14 | -1 | 0.5 | -5 | 2 | 100
COc1ccc(CCNC(=O)c2ccc3c(c2)NC(=O)CS3)cc1OC | -4 | -4 | -0.2 | -1 | -1 | -9 | -2.0 | 9 | -1 | 97
CCC(=O)Nc1nc(C)c(-c2csc(Nc3cccc(O)c3)n2)s1 | 5 | ? | 0.1 | 12 | 4 | -9 | -1.9 | -5 | -11 | 97
O=C1CN(C(=O)c2ccccc2F)C(c2ccccc2)c2cc(Cl)ccc2N1 (stereo not given) | -2 | -2 | -0.1 | 18 | 9 | -1 | 2.1 | 1 | 1 | 99
N#Cc1ccc(/C=C2\CCCCn3c2nc2cc(C(=O)O)ccc2c3=O)cc1 | 5 | -7 | -0.1 | -6 | 17 | -6 | -1.4 | 5 | 2 | 97
Cc1n[nH]c(=O)n1-c1ccc(OCc2ccccc2)cc1 | 4 | 1 | 0.3 | 1 | 9 | 3 | -1.5 | -12 | 1 | 99
Further results
SMILES | TLR9-MyD88 block | Vif inh | aDG glyco act | Exocytosis inh | MC4R antagonist | ABHD5 PLIN5 PPI | MC4R ag barr | NOD2 RIPK2 PPI | Glyco luc inh | ABCB6 inh MLPCN
O=C(COc1ccc2ccccc2c1)N1CCN(c2ccccc2O)CC1 | 0 | 0 | -0.3 | -1 | 0 | 1 | -0.5 | 1 | 0 | 89
CCCCOC(=O)C1CCC[C@@H](C)N1 (stereo not given in full) | -3 | 0 | 0.1 | -2 | 11 | 5 | -0.5 | 6 | 2 | 107
Cc1noc(C)c1S(=O)(=O)N(CC(=O)NCc1ccc(Cl)cc1)c1ccc2c(c1)OCO2 | -1 | 3 | 0.1 | -5 | 2 | 0 | 1.6 | 1 | -3 | 105
Cn1c(COc2ccc3ccccc3c2)nnc1SCC(=O)OC1CCCCC1 | -11 | 1 | 0.1 | 2 | 13 | -3 | 1.0 | 11 | 1 | 93
Nc1nc(-c2ccccc2)c(-c2ccc([N+](=O)[O-])cc2)s1 | 5 | -6 | 0.1 | 10 | 4 | -7 | 0.3 | 20 | -3 | 94
Cc1c(C(=O)/C=C/N(C)C)nnn1-c1ccc(Cl)c(Cl)c1 | 11 | 2 | 0.1 | -4 | 1 | 6 | 2.2 | 1 | 0 | 97
COc1ccc(OC)c(CNC(=O)C2CCN(C(=O)N(C)C)CC2)c1 | 11 | 5 | 0.1 | -5 | 0 | 2 | 0.9 | 9 | 0 | 83

Source: PubChem BioAssay (several laboratories)
